# TCR activator: activates T cell receptor signaling; 330,000 tested, under 10 active; Potency, µM (titrated, usually from 9.22 µM), for inactives: at the highest dose activation of IL-2 secretion, actives largely listed as activators; primary human leukocytes, anti-CD3, IL-2 HTRF, 48 h; also: % of control where 0% means no effect
#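 Compounds are tested in HTS on primary human leukocytes co-incubated with a-CD3 beads for 48 hr. IL-2 output is measured by time-resolved FRET.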
# ASM inhibitor: blocks human secretory acid sphingomyelinase; placental ASM, HMU-PC fluorogenic substrate, 60 min; Potency, µM (doses to about 57.5 µM), without a hit: top-dose activity change, negative = inhibition, actives largely listed as inhibitors; AID 504937; actives 0.006% (n = 340,000); also: potency is read from the fitted curve at half-maximal effect
#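 Human placenta-derived ASM enzyme was preincubated with compound for 10 minutes at room temperature, then given fluorogenic substrate HMU-PC0 (9 uM final) for 60 minutes at 37 °C; a pH 10 stop preceded fluorescence reading at Ex 386/Em 447 nm.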
# Menin MLL FP TR: displaces Texas Red mutant MLL peptide from human menin; actives 0.23% (n = 270,000); AID 1768; Menin + Texas Red MLL mutant peptide, fluorescence polarization; O00255; Potency, µM (highest dose often 61.6 µM), for the others: at the highest dose FP activity change, negative = inhibition, hits mostly inhibitors; active = well fitted inhibition curve with a large enough effect in the polarisation, with a control signal flat, not every such curve was filed as active; inconclusive = small, poorly fitted or top-dose-only effect, or effect the other way, or a change in a side signal; inactive = no such curve, though single readings can be large or run the other way; the % refers to the polarisation; also: potency is read from the fitted curve at half-maximal effect; % of control where 0% means no effect; many of its hits are not listed in these tables
# PTAP TSG101 blk: blocks PTAP/TSG101 interaction to inhibit HIV-1 budding. Fluorescence polarization, FITC-PTAP peptide / Tsg101 binding. Potency, µM (titrated, usually from 115 µM), inactives show at the top dose activity change, negative = inhibition, most hits filed as inhibitors. 340,000 tested, under 10 active. AID 493005; active = well fitted inhibition curve with a large enough effect in the main read-out, with a control signal flat, not every such curve was filed as active; inconclusive = small, poorly fitted or top-dose-only effect, or effect the other way, or a change in a side signal; inactive = no such curve, though single readings can be large or run the other way; also: potency is read from the fitted curve at half-maximal effect; % of control where 0% means no effect
#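 Compounds were pin-transferred onto Tsg101 binding domain (10 uM final) in HEPES pH 7.5 buffer, then FITC-PTAP peptide was added at 50 nM final. After 20 min at RT, polarization reported peptide displacement across a qHTS concentration series.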
# TSHR antagonist: antagonists of human thyroid stimulating hormone receptor; P16473; TSHR-expressing cells, TSH-stimulated cAMP HTRF, 2 h; active compounds read low; activity change, negative = inhibition, % at 11.5 µM; actives 0.2% (n = 330,000);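 active = activity change below a set negative limit, meaning inhibition stronger than a set level, cut at about -70% in these data; inconclusive = activity change between two set negative limits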; also: % is scaled to controls: 0 for no effect and ±100 for the full control effect
#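 TSHR-expressing cells were treated with compounds, then stimulated with TSH at EC80 (4nM final) for 2 hours at 37 deg C. Cellular cAMP was measured by HTRF competition between lysate cAMP and cAMP-d2 for a cryptate-labelled anti-cAMP antibody.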
# a7 integrin act: activators of alpha7 integrin expression for muscular dystrophy; alpha7betagal myoblasts, beta-gal FDG fluorescence, 48 h; Potency, µM (titrated, usually from 38.3 µM), for the others: at the highest dose activation, actives largely listed as activators; actives 0.064% (n = 350,000);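 also: potency is read from the fitted curve at half-maximal effect; 100% = response of the positive control SU9516; nearly all actives have a fitted effect of over 60% in size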
#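 alpha7betagal+/- myoblasts (passage 13, 250/well) treated 48 h at 37C with compounds at 1:260 dilution of DMSO stock. Lysed, then beta-galactosidase activity read as FDG fluorescence (ex 480/em 540) after 30 min, with pre-read for autofluorescence.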
# Mito fusion act: mitochondrial division inhibition or fusion activation; S. cerevisiae fusion-defective mutant growth rescue, CellTiterGlo 48 h; actives 0.23% (n = 320,000); Potency, µM (highest dose often 46.1 µM), inactives show at the highest dose growth rescue (activation), actives largely listed as activators;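 also: potency is read from the fitted curve at half-maximal effect; % of control where 0% means no effect; nearly all actives have a fitted effect of over 45% in size; temperature-sensitive fusion mutants such as fzo1-1 at 37 °C on non-fermentable ethanol glycerol medium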
#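 Temperature-sensitive fusion-defective S. cerevisiae (e.g. fzo1-1, mgm1-5) were grown with compound in YPEG medium (3% ethanol, 3% glycerol) for 48 hours at 37C. Growth rescue was measured as viability by CellTiterGlo luminescence after 10 minutes at ambient.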
# MLL CXXC-DNA inh: blocks binding of human MLL CXXC domain to DNA; Q03164; MLL-CXXC / FITC-HOXA9 DNA fluorescence polarization; Potency, µM (doses to about 115 µM), for inactives: at the highest dose activity change, negative = inhibition, actives largely listed as inhibitors; actives 0.037% (n = 290,000); active = well fitted inhibition curve with a large enough effect in the polarisation, with a control signal flat, not every such curve was filed as active; inconclusive = small, poorly fitted or top-dose-only effect, or effect the other way, or a change in a side signal; inactive = no such curve, though single readings can be large or run the other way; the % refers to the polarisation; also: potency is read from the fitted curve at half-maximal effect
#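 Purified MLL-CXXC (added from a 7 uM solution) was preincubated 5 min at ambient with pinned compounds in 50 mM Tris-HCl pH 7.5, 50 mM NaCl, 1 mM DTT, 0.05% BSA. Fluorescein-labeled HOX-A9 DNA (50 nM solution) followed, 30 min, then polarization read.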
# MBNL1-CUG inh: MBNL1-poly(CUG) RNA binding inhibition. Q9NR56. TR-FRET MBNL1-His/biotin-(CUG)12 binding, 665/545 ratio. Potency, µM (top dose mostly 57.5 µM), for the others: at the highest dose activity change, negative = inhibition, hits mostly inhibitors. actives 0.036% (n = 280,000). AID 2675; active = well fitted inhibition curve with a large enough effect in the signal ratio, with a control signal flat, not every such curve was filed as active; inconclusive = small, poorly fitted or top-dose-only effect, or effect the other way, or a change in a side signal; inactive = no such curve, though single readings can be large or run the other way; the % refers to the signal ratio; also: potency is read from the fitted curve at half-maximal effect; % is scaled to controls: 0 for no effect and ±100 for the full control effect
#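 TR-FRET readout: Ex 340 nm, 665/545 nm emission ratio, normalized to buffer-only (basal) and MBNL1-(CUG)12 controls. Complex of MBNL1-His with Biotin-(CUG)12, compounds 92 nM–58 uM, incubated 60 min at room temperature.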
# A-T KAP1 phos: potential ataxia-telangiectasia treatments restoring KAP-1 phosphorylation; […] A-T fibroblasts, KAP-1 phosphorylation AlphaLISA; neocarzinostatin DNA damage 30 min before lysis; Potency, µM (titrated, usually from 57.5 µM), without a hit: at the highest dose activation, actives largely listed as activators; actives 0.19% (n = 320,000); also: potency is read from the fitted curve at half-maximal effect; % of control where 0% means no effect; nearly all actives have a fitted effect of over 45% in size
#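 hTERT-immortalized A-T patient fibroblasts ([…]), 500 cells/well in OPTI-MEM, 1% FBS, got compounds for 60 min, then NCS for 30 min at 37C. Lysates were then assayed for phospho-KAP-1 by AlphaLISA (anti-pKAP1 donor, anti-KAP1 acceptor beads), 6 hr at 25C.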
# An asterisk follows results filed as active; ? = inconclusive; · = no result given; [ ] = dose if it differs, or a comment. Unless noted, calls follow the shape of the dose curve; as a rule, active = well fitted curve in the direction sought with a large enough effect; inconclusive = small, poorly fitted or top-dose-only effect, or another doubt; inactive = no such curve, though single readings can be large; an effect the other way counts as inactive or inconclusive. The list is partial, so the mix of outcomes need not match the whole.
SMILES,TCR activator,ASM inhibitor,Menin MLL FP TR,PTAP TSG101 blk,TSHR antagonist,a7 integrin act,Mito fusion act,MLL CXXC-DNA inh,MBNL1-CUG inh,A-T KAP1 phos
NC(=O)C1CCN(C(=O)c2cc(-c3ccc(Cl)cc3)nc3ccccc23)CC1,-8%[46.1 µM],3%,·,0%,-4,2%,·,·,·,8%
COCCNC(=S)N1CCC(NC(=O)C23CC4CC(CC(C4)C2)C3)CC1,·,7%,-11%,0%,-2,-18%,4%,3%,-6%,1%
COc1cccc(-n2c(CN3CCN(c4ccc(C)cc4)C(C)C3)nc3ccc([N+](=O)[O-])cc3c2=O)c1 (stereo not drawn),0%[46.1 µM],-19%,-12%,-4%,6,17%,-5%,0%,·,4%
CC(=O)OC1COC(n2c(O)c(N=NC(N)=S)c3ccccc32)C(OC(C)=O)C1OC(C)=O (stereo not drawn),1%,-4%,-13%,-1%,7,0%,-8%,-3%,0%,3%
CCOC(=O)[C@@H]1[C@H]2COc3ccc(Br)cc3[C@H]2N2C(=O)N(c3ccc(Cl)cc3)C(=O)[C@]12C,1%,-3%,·,2%,-3,-4%,·,·,·,-4%
CC(=O)c1ccc(N(CC(=O)NCC2CCCO2)C(=O)CCC(=O)Nc2cc(C)on2)cc1 (stereo not drawn),-28%,5%,-15%,1%,5,-16%,6%,-6%,-2%,1%
O=C(NCc1ccc(F)cc1)c1ccc(CS(=O)(=O)Cc2ccccc2F)o1,-4%,1%,10%,0%,13,-10%,2%,-5%,1%,-2%
COc1ccccc1NC(=O)CSc1nc2nccnc2c(=O)n1Cc1cccs1,-5%,-1%,28%,-6%,4,-17%,5%,2%,?,-2%
CCCCCCSC1=C(C#N)C(=O)NC2(CCCCC2)S1,3%[46.1 µM],13%,?,-16%,-16,-8%,5%,11%,?,·
COc1ccc(CCNC(=O)c2ccc(NC(=O)CC3SC(N4CCCCC4)=NC3=O)cc2)cc1 (stereo not drawn),-7%,1%,·,-4%,·,-21%,·,·,·,·
CCC1Oc2ccccc2N(CC(=O)NC2CCCCC2)C1=O (stereo not drawn),3%,-2%,-10%,-4%,5,-49%[inhibitor],7%,1%,1%,-9%
O=C1OCC(CO)(CO)N=C1NNc1cc(Cl)ccc1Cl,6%,-1%,10%,-1%,4,14%,-4%,-3%,4%,1%
Cc1ccsc1C(=O)N1CCCC(N(C)Cc2ccccc2)C1 (stereo not drawn),·,2%,-16%,-2%,-8,-27%,10%,0%,2%,3%
O=C(Nc1ccc(N2CCCCCC2)cc1)c1ccccc1Cl,9%,-3%,-10%,-2%,-9,-52%[inhibitor],-1%,7%,-9%,-6%
COc1cccc(NC(=O)C2CCCO2)c1 (stereo not drawn),3%,5%,-22%,-2%,-2,15%,1%,4%,-6%,-1%
O=c1ccc(OCCOc2ccccc2)nn1-c1ccccc1,-8%[46.1 µM],-1%,5%,-2%,-3,4%,12%,-6%,?,9%
COC(=O)c1nc2cc(C)ccn2c1F,-1%[46.1 µM],-1%,-6%,1%,-3,28%,-2%,2%,11%,15%
O=C(CSc1nc2ccccc2o1)Nc1ccc(N2CCOCC2)c(Cl)c1,7%,-4%,?,3%,-36,-10%,-9%,3%,3%,-7%
CCCCn1c(NC(=O)c2ccccc2Cl)c(C#N)c2nc3ccccc3nc21,-7%,321%[activator],?,-14%,-41,-43%,1%,-28%,30%[activator],9%
Cc1cc(-c2nnc(SCC(=O)N3C(C)CCCC3C)o2)no1 (stereo not drawn),-2%,-2%,8%,-12%,-5,-22%,-1%,3%,6%,9%
COC(=O)c1[nH]nc2c1C(=O)N(C1CCCCC1)C2=O,-4%,3%,10%,-6%,-29,21%,-2%,12%,-12%,5%
CCN(CCn1cccn1)Cc1nc(Cc2cccc(F)c2)no1,2%,0%,-25%,-6%,-2,31%,4%,-8%,-1%,2%
O=S1(=O)[C@H]2CC3O[C@]2(C[C@@H]3c2ccc(F)cc2)CN1Cc1ccc(Cl)cc1,-1%,-3%,·,-1%,0,-10%,-27%,3%,9%,3%
C=CCN1[C@@H](Cc2ccccc2)COCCS1(=O)=O,3%,8%,·,1%,·,10%,·,·,·,·
Cc1cccc(N(C)C(=O)CCS(=O)(=O)c2cccc3nonc23)c1,8%,-2%,-12%,-1%,13,-25%,7%,0%,?,-2%
Cc1nc2ccccc2c(=O)n1/N=C/c1ccc(O)c(O)c1O,6%,-5%,?,-3%,-4,-10%,6%,?,3%,1%
COc1ccc(OCc2cc(C(=O)N(C)CCC3CCOCC3)no2)c(Cl)c1,-2%,-2%,·,0%,-4,-28%,2%,-2%,-2%,7%
CCN1C(=O)N/C(=C/c2ccc(Sc3ccc(C)cc3)o2)C1=O,-7%,149%[activator],10%,-3%,-17,13%,-5%,1%,10%,8%
CC(=C/c1ccccc1)/C=N/n1c(-c2ccncc2)n[nH]c1=S,4%,-3%,13%,-4%,-11,?,20%,22%,?,-7%
CCCCN(CCCNC(=O)C1CCN(C(=O)c2cc3sccc3n2C)CC1)Cc1ccccc1,-2%,-2%,-22%,-1%,-16,-70%[inhibitor],-42%[inhibitor],10%,-10%,7%
COc1ccc(C(c2nnnn2C(C)(C)C)N2CCN(C)CC2)cc1OC (stereo not drawn),-32%,2%,-11%,-1%,1,5%,8%,-4%,-1%,-10%
NC(=O)c1nn(CC(=O)Nc2cccc(S(=O)(=O)N3CCCCCC3)c2)c(=O)c2ccccc12,3%,-4%,·,-1%,10,-33%,-5%,·,·,-6%
O=C(/C=C/c1ccc[nH]1)c1ccccc1,30%,71%[activator],2%,-1%,-11,-9%,-2%,-5%,20%,-1%
O=C(O)C1C2C=CC(C2)C1C(=O)Nc1nccs1 (stereo not drawn),3%,-1%,-1%,-2%,2,-20%,-4%,3%,-7%,-2%
COCc1cc(C)n(CC(=O)NC(C)c2ccccc2)c(=O)c1C#N (stereo not drawn),·,10%,6%,-1%,19,0%,3%,-5%,-10%,7%
CCc1ccc(NC(=S)NC2CC3CCC(C2)N3Cc2ccco2)cc1 (stereo not drawn),5%,0%,-22%,-5%,-1,-30%,-5%,7%,-13%,0%
CCSc1nnc(-c2cccs2)o1,-5%,2%,-5%,-7%,1,-23%,0%,-3%,-10%,6%
Cc1ccc(C)c(S(=O)(=O)NCCC(=O)N2CCCC(C(N)=O)C2)c1 (stereo not drawn),13%,-5%,·,-17%,-6,4%,-2%,·,·,-4%
CCN(Cc1ccccc1)C(=O)CSc1ncn[nH]1,1%,-5%,1%,-4%,0,-9%,-3%,-6%,4%,5%
CC(=O)c1cccc(NC(=O)NCCS(C)=O)c1 (stereo not drawn),·,5%,6%,-11%,-3,-16%,0%,-7%,3%,3%
O=C(NCCNC(=O)c1ccccc1Br)c1cccnc1,-1%,1%,13%,-2%,-2,6%,1%,-16%,4%,6%
CCCc1nc2nc(C)c(NS(=O)(=O)c3ccc([N+](=O)[O-])cc3)c(=O)n2[nH]1,1%,-2%,0%,-3%,26,0%,-21%,-8%,?,4%
O=C(c1ccc(-c2cccc(Cl)c2Cl)o1)N1CCOCC1,2%,3%,-1%,3%,1,-10%,0%,2%,6%,2%
O=c1nc(Nc2ccc(OCc3ccccc3)cc2)sc2ncccc12,-6%,-4%,-10%,-1%,-8,?,3%,-12%,-2%,-5%
C=CCn1c(=O)c(C(=O)Nc2ccc(C)cn2)c(O)c2ccccc21,·,-1%,2%,-2%,-14,-33%,-4%,0%,4%,2%
COc1ccccc1N1CCN(C(=O)CNS(=O)(=O)c2ccc(Br)s2)CC1,3%,-1%,-19%,-8%,1,16%,11%,33%,-17%,-2%
CSCCC(NC(=O)c1ccco1)C(=O)OC(C)C(=O)NC(=O)NC1CCCCC1 (stereo not drawn),-15%,-1%,-13%,-10%,6,12%,1%,-4%,-3%,-1%
CCN1CCN(Cc2cc(=O)oc3cc(C)cc(C)c23)CC1,5%,-1%,-1%,-6%,4,-27%,-4%,-2%,-1%,-1%
CN(C)/C=C(\C#N)C(=O)N/N=C/c1ccccc1,0%,4%,?,-2%,-25,?,1%,4%,1%,0%
